STEP block = STEP (human) phosphatase inhibition | P54829 | recombinant STEP, OMFP fluorogenic substrate, fluorescence | inhibition, % at 20 µM | 360,000 tested, 0.25% active | AID 588621;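 active = inhibition at 20 µM, scaled per plate between control wells, above about 37%, limit read from the data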;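 also: 0% = DMSO with enzyme and substrate and 100% = substrate only without enzyme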
Target sequence (P54829 whole entry, looked up): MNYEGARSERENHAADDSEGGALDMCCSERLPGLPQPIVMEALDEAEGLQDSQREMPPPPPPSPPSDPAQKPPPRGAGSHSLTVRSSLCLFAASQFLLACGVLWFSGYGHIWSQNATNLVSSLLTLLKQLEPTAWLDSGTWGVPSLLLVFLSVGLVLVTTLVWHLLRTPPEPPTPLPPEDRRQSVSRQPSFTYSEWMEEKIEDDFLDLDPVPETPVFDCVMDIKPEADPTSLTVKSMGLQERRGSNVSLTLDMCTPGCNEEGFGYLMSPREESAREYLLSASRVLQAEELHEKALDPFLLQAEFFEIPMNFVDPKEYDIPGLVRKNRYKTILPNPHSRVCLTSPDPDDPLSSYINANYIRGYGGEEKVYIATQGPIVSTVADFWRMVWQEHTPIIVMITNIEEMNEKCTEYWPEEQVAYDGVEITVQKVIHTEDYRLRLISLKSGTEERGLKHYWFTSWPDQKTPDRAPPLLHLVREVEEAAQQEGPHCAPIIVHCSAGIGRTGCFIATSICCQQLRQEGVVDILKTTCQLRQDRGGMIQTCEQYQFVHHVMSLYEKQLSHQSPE
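System: STEP (striatal-enriched tyrosine phosphatase) enzyme, cell-free; medium: Bis-Tris pH 6.0 buffer with DTT, detergent; dosing: 20 µM, 1% DMSO; times: reaction 20 min, ambient temperature; detection: fluorescence, 480/540 nm; read-out basis: normalized % inhibition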
Scp1 inh = inhibitors of human Scp-1 phosphatase. Q9GZU7. Recombinant Scp1, phosphopeptide, malachite green phosphate absorbance. inhibition, % at 20 µM. 340,000 tested, 0.88% active. AID 493091;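 active = inhibition above about 50% at 20 µM, limit read from the data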;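 also: plate controls were DMSO wells with enzyme for no effect and wells lacking enzyme for full effect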
Target sequence (Q9GZU7 76-261 limits assumed): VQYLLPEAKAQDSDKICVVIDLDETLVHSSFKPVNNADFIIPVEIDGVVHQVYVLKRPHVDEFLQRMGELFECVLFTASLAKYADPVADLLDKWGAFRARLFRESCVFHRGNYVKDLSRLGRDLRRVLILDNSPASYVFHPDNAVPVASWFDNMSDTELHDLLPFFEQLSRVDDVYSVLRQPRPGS
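assay system = SCP-1 phosphatase catalytic domain, residues 76-261 | buffer or medium = 50 mM Tris acetate pH 5.5, 0.005% Tween-20, 10 mM MgCl2 | incubation = enzyme reaction 45 min at room temperature, colour 5 min, stabilisation 30 min | signal = Phosphate-binding colour reagent, absorbance read at 630 nm | measure = % inhibition at 20 µM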
SUMO1-SIM PPI = modulators of human SUMO1-mediated protein-protein interactions. SUMO1 binding to a labelled peptide, TR-FRET, 1 h. P63165. 360,000 tested, 0.33% active. inhibition, % at 20 µM; in the data active = inhibition above about 37%
Target sequence (P63165 whole entry, looked up): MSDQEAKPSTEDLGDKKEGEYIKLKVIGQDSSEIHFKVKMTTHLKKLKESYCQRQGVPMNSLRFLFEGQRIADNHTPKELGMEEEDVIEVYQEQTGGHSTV
Tb MetRS inh = Trypanosoma brucei MetRS inhibition | purified T. brucei MetRS, ATP depletion, Kinase-Glo luminescence | inhibition, % at 11.9 µM | 360,000 tested, 0.4% active;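 active = inhibition above a per-plate cutoff of the control wells' mean inhibition plus 3 SD, cut at about 5.5% in these data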;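 also: 0% = DMSO wells median and 100% = median of wells with control inhibitor compound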
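Assay system: T. brucei methionyl-tRNA synthetase, purified | Medium: HEPES buffer with MgCl2, KCl, DTT, spermine, BSA, pyrophosphatase | Compound: 11.9 µM single point | Incubation: 15 min enzyme-compound preincubation, 2 h reaction, 10 min detection, 25 °C | Measured by: Kinase-Glo luciferase luminescence reporting remaining unconsumed ATP | Measure: % inhibition normalized to control-well medians | Replication: Singlicate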
DNMT1 inh = DNMT1 (human) enzyme inhibition; DNMT1 molecular beacon, Hinp1I cleavage, fluorescence; inhibition (reported as % activation of signal), % at 10 µM; P26358; 360,000 tested, 0.83% active; in the data active = inhibition above about 50%
NadD block = blocks S. aureus nicotinate mononucleotide adenylyltransferase; 360,000 tested, 0.78% active; inhibition, % at 20 µM; purified NadD enzyme, colorimetric absorbance read-out; in the data active = inhibition above about 26%; also: some compounds past the cut are filed as inactive
Rpn11 inh = blocks the human proteasome subunit Rpn11; O00487; human 26S proteasome, Ub4-pepOG fluorescence polarization; 20S core pre-blocked with epoxomicin; calls only at 20 µM; 360,000 tested, 0.59% active; AID 588493;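 active = inhibition at 20 µM, scaled to each plate's controls, above about 33%, limit read from the data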
PABP1 MLLE inh = inhibitors of microRNA-mediated deadenylation, human PABP1 MLLE binding. AID 588489. inhibition, % at 20 µM. GST-MLLE / FITC-PAM2 fluorescence polarization. 360,000 tested, 0.36% active; in the data active = inhibition above about 35%, passing the limit was not always enough;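 also: plate controls were DMSO wells with GST-MLLE for no effect and wells lacking GST-MLLE protein for full effect; some results filed as inactive read as strong as hits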
LMPTP block = LMPTP (human) inhibition; P24666; recombinant LMPTP-A, OMFP fluorogenic substrate, fluorescence intensity; inhibition, % at 20 µM; 360,000 tested, 0.22% active;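 active = compounds that cut the enzyme signal by at least half of the control window in the single-dose screen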;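 also: plate controls were DMSO wells with enzyme plus substrate for no effect and substrate without enzyme for full effect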
Target sequence (P24666 whole entry, looked up): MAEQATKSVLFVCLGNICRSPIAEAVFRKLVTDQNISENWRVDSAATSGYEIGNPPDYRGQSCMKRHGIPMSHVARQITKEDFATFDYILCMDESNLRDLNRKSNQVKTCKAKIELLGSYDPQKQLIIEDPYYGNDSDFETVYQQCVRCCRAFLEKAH
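Assay system: LMPTP-A enzyme. Input: 0.625 nM LMPTP-A final. Probe or stimulus: 400 µM OMFP. Compound dosing: single 20 µM dose. Schedule: 50 min dark incubation at room temperature. Detection: fluorescence intensity of OMFP turnover product. Read-out: percent inhibition versus substrate-only and uninhibited controls. Benchmarks: no-enzyme low control, uninhibited high control.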
CSN deneddyl inh = inhibitors of human CSN-mediated cullin deneddylation; Q92905; Purified CSN, SCF-Nedd8-OG deneddylation, fluorescence polarization; inhibition, % at 12.5 µM; 360,000 tested, 0.38% active;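 active = pattern-corrected inhibition above about 35%, with an unprinted fluorescence ratio check between 0.5 and 1.5, limit read from the data, passing the limit was not always enough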;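 also: 0% = enzyme with substrate and 100% = substrate without enzyme; some results filed as inactive read as strong as hits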
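Assay system: HEK293T-derived human Csn5 enzyme; quantity: 0.24 nM enzyme; medium: Tris/NaCl/DTT buffer, pH 7.5; also added: substrate SCFSkp2-Nedd8OG, 10 nM; doses: 12.5 µM compound; schedule: 90 min reaction at room temperature; signal: FP; read-out: % inhibition of substrate cleavage by Csn5; benchmarks: substrate-only high control, full reaction low control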
Active calls of the source: *; i = inactive; · = no result given.

Codes: A = STEP block; B = Scp1 inh; C = SUMO1-SIM PPI; D = Tb MetRS inh; E = DNMT1 inh; F = NadD block; G = Rpn11 inh; H = PABP1 MLLE inh; I = LMPTP block; J = CSN deneddyl inh
(1) N/C(=N\O)C1COc2ccccc2O1 (stereo not drawn)
  A = -2	B = -11	C = 1	D = -0.5	E = 2	F = -1	G = i	H = 11	I = -1.9	J = -1
(2) CCCCC(=O)NC(c1ccco1)c1cc(Cl)c2cccnc2c1O (stereo not drawn)
  A = 5	B = -3	C = -5	D = 0.3	E = 8	F = 15	G = i	H = 4	I = 3.1	J = 2
(3) Cc1ccc(C)c(NC(=O)C(Sc2nnc(-c3cccs3)o2)c2ccccc2)c1 (stereo not drawn)
  A = 4	B = -3	C = 5	D = -1.2	E = -5	F = -2	G = i	H = -19	I = 0.8	J = -8
(4) Cc1ccccc1-c1cc(C(=O)NCC2CC2)n(CC2CC(c3cccnc3)=NO2)n1 (stereo not drawn)
  A = -3	B = -3	C = 3	D = -0.4	E = 0	F = -2	G = i	H = -5	I = -4.7	J = -1
(5) Cc1nc2sc(C(c3cccs3)N3CCN(Cc4ccccc4)CC3)c(O)n2n1 (stereo not drawn)
  A = -2	B = 5	C = -15	D = -0.8	E = 5	F = 1	G = i	H = 12	I = -1.7	J = 3
(6) CCCCOc1ccc(N=Cc2ccc[nH]2)cc1
  A = 0	B = -8	C = -3	D = -0.1	E = -8	F = 1	G = i	H = 0	I = -0.2	J = 0
(7) Cc1ccc2cc(CN(c3ccccc3)S(=O)(=O)c3ccccc3)c(=O)[nH]c2c1
  A = 2	B = -16	C = -31	D = -0.3	E = -2	F = -4	G = i	H = 5	I = 2.4	J = 0
(8) O=c1[nH]c(CSc2nnc(-c3ccccc3)n2-c2ccccc2)nc2ccccc12
  A = 1	B = 1	C = 2	D = -0.9	E = 3	F = 1	G = i	H = -26	I = 0.7	J = 2
(9) COc1ccc(Cc2n[nH]c(=S)o2)cc1
  A = 0	B = 2	C = 3	D = -0.6	E = 0	F = 1	G = i	H = -138	I = -0.8	J = -2
(10) CSc1cccc(NC(=O)c2cc(S(=O)(=O)N3CCc4ccccc43)cn2C)c1
  A = -2	B = -15	C = 1	D = -0.8	E = -10	F = 1	G = i	H = 2	I = 4.9	J = -7
(11) CC(C)Cc1nnc(NS(C)(=O)=O)s1
  A = 5	B = -3	C = 4	D = 0.4	E = 1	F = 4	G = i	H = 21	I = -0.1	J = -1
(12) O=S(=O)(NCC(c1ccco1)N1CCN(c2ccc(F)cc2)CC1)c1ccc(F)cc1 (stereo not drawn)
  A = 4	B = -7	C = 25	D = -0.2	E = 5	F = -5	G = i	H = 1	I = 0.4	J = 10
(13) Cc1ccc2c(CN3CCC(C)CC3)cc(=O)oc2c1
  A = 2	B = 0	C = -7	D = -0.2	E = 0	F = -2	G = i	H = -13	I = -0.9	J = -6
(14) O=[N+]([O-])c1ccc2nn(Cc3ccccc3)cc2c1
  A = -1	B = -14	C = -36	D = -0.7	E = 1	F = -10	G = i	H = -6	I = 1.9	J = -5
(15) CCCCN(C(=O)C1CC(=O)N(c2ccc(CC)cc2)C1)c1c(N)n(CCC)c(=O)[nH]c1=O (stereo not drawn)
  A = 3	B = -2	C = 2	D = -0.1	E = 0	F = 1	G = i	H = -7	I = 0.5	J = 2

Random excerpt: three entries already listed
Codes: A = STEP block; B = Scp1 inh; C = SUMO1-SIM PPI; D = Tb MetRS inh; E = DNMT1 inh; F = NadD block; G = Rpn11 inh; H = PABP1 MLLE inh; I = LMPTP block; J = CSN deneddyl inh
(9) COc1ccc(Cc2n[nH]c(=S)o2)cc1
  A = 0	B = 2	C = 3	D = -0.6	E = 0	F = 1	G = i	H = -138	I = -0.8	J = -2
(10) CSc1cccc(NC(=O)c2cc(S(=O)(=O)N3CCc4ccccc43)cn2C)c1
  A = -2	B = -15	C = 1	D = -0.8	E = -10	F = 1	G = i	H = 2	I = 4.9	J = -7
(4) Cc1ccccc1-c1cc(C(=O)NCC2CC2)n(CC2CC(c3cccnc3)=NO2)n1 (stereo not drawn)
  A = -3	B = -3	C = 3	D = -0.4	E = 0	F = -2	G = i	H = -5	I = -4.7	J = -1

(cont.)
Codes: A = STEP block; B = Scp1 inh; C = SUMO1-SIM PPI; D = Tb MetRS inh; E = DNMT1 inh; F = NadD block; G = Rpn11 inh; H = PABP1 MLLE inh; I = LMPTP block; J = CSN deneddyl inh
(16) COc1ccc(/C=C2/NC(=O)N(Cc3ccccc3F)C2=O)cc1OC
  A = -3	B = -11	C = 14	D = -0.4	E = 6	F = -7	G = i	H = -3	I = 0.6	J = -1
(17) O=C(CCN1CCCCCC1)Nc1ccc(F)cc1
  A = -4	B = 1	C = -1	D = -0.6	E = -5	F = -3	G = i	H = 2	I = -1.2	J = 5
(18) CC(C)C(=O)NC(=S)Nc1ccccc1N1CCN(C(=O)c2ccc(Cl)cc2)CC1
  A = 2	B = -13	C = -4	D = -0.1	E = -3	F = 3	G = i	H = 10	I = 3.0	J = -2
(19) Cc1ccc(C2(C)NC(=O)N(CC(=O)N3CCc4ccccc43)C2=O)cc1 (stereo not drawn)
  A = 0	B = -3	C = -2	D = -0.3	E = -2	F = -1	G = i	H = -8	I = -0.5	J = 2
(20) COc1ccc(-c2noc(CCC(=O)N3CCN(c4cccc(Cl)c4)CC3)n2)cc1
  A = 0	B = 4	C = 1	D = 0.0	E = -3	F = -3	G = i	H = 13	I = 1.9	J = 1
(21) O=C(c1nc(-c2ccccc2)n(-c2ccccc2)n1)N1CCCCCC1
  A = 1	B = -4	C = 5	D = 0.5	E = -2	F = -2	G = i	H = -2	I = -1.3	J = 0
(22) COc1ccc(N2CCN(C(c3cccs3)c3nnnn3C3CCCC3)CC2)cc1 (stereo not drawn)
  A = 3	B = -1	C = -1	D = 0.4	E = -5	F = -3	G = i	H = 2	I = 1.2	J = -5
(23) CCC(C)NC(=O)c1cn(CC)c2ccc(S(=O)(=O)N3CCCCC3)cc2c1=O (stereo not drawn)
  A = 0	B = -8	C = -1	D = 0.9	E = -2	F = 10	G = i	H = -2	I = 0.0	J = 3
(24) O=C1c2c(-c3ccc(Br)cc3)noc2CCN1Cc1cn(Cc2cccnc2)nn1
  A = ·	B = ·	C = -2	D = 0.7	E = ·	F = ·	G = ·	H = ·	I = -0.7	J = -1
(25) CCOc1ccc(S(=O)(=O)N2CCC(C(=O)N3CCN(C)CC3)CC2)cc1Cl
  A = 1	B = -2	C = 0	D = -0.1	E = 1	F = -4	G = i	H = 8	I = -0.7	J = 6
(26) Cc1ccc(/C=C/C(=O)Nc2nc3ccccc3[nH]2)cc1
  A = 0	B = -4	C = -4	D = 0.3	E = 46	F = 9	G = i	H = -5	I = 2.8	J = 9
(27) CCc1nc(OCCN(C)C)c2oc3ccccc3c2n1
  A = -2	B = 0	C = -2	D = -0.6	E = 13	F = -5	G = i	H = 14	I = -1.1	J = 2
(28) Cc1ccc(C(=O)NNC(=O)c2ccc(S(=O)(=O)N3CCCCC3)cc2)cc1
  A = -2	B = 44	C = 2	D = -0.6	E = -4	F = -3	G = i	H = -3	I = 1.2	J = 0
(29) N#CCCN1CCN(S(=O)(=O)c2ccc(C3CCCCC3)cc2)CC1
  A = 4	B = -3	C = 0	D = 0.7	E = -4	F = 3	G = i	H = -4	I = 0.3	J = -5
(30) CCC(C)NC(=O)C1CCN(S(=O)(=O)c2cc([N+](=O)[O-])ccc2Cl)CC1 (stereo not drawn)
  A = -2	B = -4	C = -42	D = -0.9	E = 19	F = -4	G = i	H = -4	I = -0.6	J = 2
(31) O=C1COc2ccccc2N1Cc1c(F)cccc1Cl
  A = -1	B = -14	C = 4	D = -0.2	E = 3	F = -6	G = i	H = -5	I = 0.2	J = -5
(32) Cc1cc(NC(=O)CSc2nc(=O)n(CCN(C)C)c3c2CCCC3)no1
  A = -2	B = -9	C = 4	D = 0.2	E = 3	F = -3	G = i	H = -1	I = 0.8	J = 1
(33) Cc1ccc(NCC(=O)NNC2=NCCC2)c(C)c1
  A = 2	B = 1	C = -4	D = -1.7	E = 1	F = 1	G = i	H = 5	I = -1.4	J = 0
(34) Cc1ccc(CCN2CC(C(=O)NCCCN3CCC(C)CC3)CC2=O)cc1 (stereo not drawn)
  A = 0	B = -5	C = 1	D = -0.3	E = -1	F = -2	G = i	H = -21	I = -2.1	J = 2
(35) O=C(N/N=C/c1cccc([N+](=O)[O-])c1)c1cc(-c2ccc3c4c(cccc24)CC3)n[nH]1
  A = 2	B = -1	C = -6	D = -0.6	E = 12	F = 25	G = i	H = 0	I = 4.9	J = 4
(36) COc1ccc(C(=O)N2CCOC2CNC(=O)C(=O)NCc2ccccc2)cc1 (stereo not drawn)
  A = -1	B = ·	C = 3	D = 0.3	E = 1	F = 3	G = i	H = 1	I = 0.0	J = 0

Arranged by SMILES length (largest number first): some entries from above.
Codes: A = STEP block; B = Scp1 inh; C = SUMO1-SIM PPI; D = Tb MetRS inh; E = DNMT1 inh; F = NadD block; G = Rpn11 inh; H = PABP1 MLLE inh; I = LMPTP block; J = CSN deneddyl inh
(19) Cc1ccc(C2(C)NC(=O)N(CC(=O)N3CCc4ccccc43)C2=O)cc1 (stereo not drawn)
  A = 0	B = -3	C = -2	D = -0.3	E = -2	F = -1	G = i	H = -8	I = -0.5	J = 2
(5) Cc1nc2sc(C(c3cccs3)N3CCN(Cc4ccccc4)CC3)c(O)n2n1 (stereo not drawn)
  A = -2	B = 5	C = -15	D = -0.8	E = 5	F = 1	G = i	H = 12	I = -1.7	J = 3
(21) O=C(c1nc(-c2ccccc2)n(-c2ccccc2)n1)N1CCCCCC1
  A = 1	B = -4	C = 5	D = 0.5	E = -2	F = -2	G = i	H = -2	I = -1.3	J = 0
(14) O=[N+]([O-])c1ccc2nn(Cc3ccccc3)cc2c1
  A = -1	B = -14	C = -36	D = -0.7	E = 1	F = -10	G = i	H = -6	I = 1.9	J = -5
(1) N/C(=N\O)C1COc2ccccc2O1 (stereo not drawn)
  A = -2	B = -11	C = 1	D = -0.5	E = 2	F = -1	G = i	H = 11	I = -1.9	J = -1
